# LmPK inhibitor: blocks Leishmania mexicana pyruvate kinase activity. 290,000 tested, 0.37% active. purified LmPK, Kinase-Glo ATP luminescence, 1 h. Potency, µM (highest dose often 57.5 µM), for inactives: at the top dose activity change, negative = inhibition, actives largely listed as inhibitors. Q27686; further: potency means the concentration at half of the fitted maximal effect
# Target sequence (Q27686 whole entry, looked up): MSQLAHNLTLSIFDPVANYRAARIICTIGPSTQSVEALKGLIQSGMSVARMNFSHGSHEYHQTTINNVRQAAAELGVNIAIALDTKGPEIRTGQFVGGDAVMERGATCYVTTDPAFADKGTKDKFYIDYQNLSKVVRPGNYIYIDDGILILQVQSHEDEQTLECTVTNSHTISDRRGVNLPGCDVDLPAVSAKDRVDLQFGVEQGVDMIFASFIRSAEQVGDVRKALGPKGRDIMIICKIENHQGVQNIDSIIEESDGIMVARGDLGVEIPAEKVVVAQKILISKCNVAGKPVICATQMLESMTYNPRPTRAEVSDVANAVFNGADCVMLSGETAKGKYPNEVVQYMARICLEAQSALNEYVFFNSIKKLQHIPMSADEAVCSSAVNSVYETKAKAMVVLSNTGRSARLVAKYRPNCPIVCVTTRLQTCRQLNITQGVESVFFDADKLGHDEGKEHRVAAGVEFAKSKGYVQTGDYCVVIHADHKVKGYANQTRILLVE
#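 Pyruvate kinase activity monitored as ATP production (luciferase luminescence). Conditions: 0.1 nM enzyme, 0.5 mM PEP, 0.1 mM ADP, 1 h, RT; normalized against uninhibited and no-enzyme wells.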
# AmpC inh detg: inhibitors of E. coli AmpC beta-lactamase with detergent. Potency, µM (top dose mostly 114 µM), without a hit: top-dose activity change, negative = inhibition, most hits filed as inhibitors. AID 485294. AmpC hydrolysis of nitrocefin, absorbance 480 nm, 0.01% Triton. P00811. 370,000 tested, 0.041% active;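 further: potency means the concentration at half of the fitted maximal effect; 0% = no-compound wells and -100% = no-enzyme wells; nearly all actives have a fitted effect of over 25% in size; some results filed as inactive show a strong effect at the top dose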
# Target sequence (P00811 whole entry, looked up): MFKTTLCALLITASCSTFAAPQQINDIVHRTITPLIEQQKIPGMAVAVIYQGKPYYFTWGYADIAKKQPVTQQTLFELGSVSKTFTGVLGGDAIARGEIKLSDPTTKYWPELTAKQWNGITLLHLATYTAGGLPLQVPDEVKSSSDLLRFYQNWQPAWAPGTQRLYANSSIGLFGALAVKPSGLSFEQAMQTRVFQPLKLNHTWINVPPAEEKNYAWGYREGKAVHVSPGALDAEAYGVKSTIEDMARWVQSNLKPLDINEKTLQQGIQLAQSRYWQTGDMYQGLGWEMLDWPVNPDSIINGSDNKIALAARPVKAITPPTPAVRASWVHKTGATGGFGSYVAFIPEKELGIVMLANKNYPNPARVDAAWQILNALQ
#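 AmpC (5.3 nM in the dispensed reagent) in 20 mM phosphate pH 7.0 with 0.01% (detergent screen) or 0.0001% Triton X-100 was preincubated with compounds for 15 min at room temperature. Nitrocefin was then added from an 800 uM solution, and hydrolysis was followed at 480 nm.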
# AMA1-RON2 inh: AMA1-RON2 (P. falciparum) interaction inhibition; AID 720542; AlphaScreen AMA1-biotinylated RON2 peptide binding; 360,000 tested, 0.2% active; Potency, µM (doses to about 58.2 µM), inactives show at the highest dose activity change, negative = inhibition, usual class: inhibitors;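 further: potency means the concentration at half of the fitted maximal effect; 0% = vehicle wells and -100% = peptide control; nearly all actives have a fitted effect of over 45% in size; some results filed as inactive show a strong effect at the top dose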
#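 AMA1 (3D7) with his tag at 25 nM final met compounds first, then biotinylated RON2 peptide at 25 nM; detection used donor plus acceptor beads, 10 µg/mL apiece, read by AlphaScreen after 30 min at room temperature.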
# Tb PYK inh: inhibitors of Trypanosoma brucei pyruvate kinase; Q57TT1; Potency, µM (titrated, usually from 76.8 µM), for inactives: top-dose activity, negative = inhibition, actives largely listed as inhibitors; TbPYK enzyme, Kinase-Glo Plus ATP luminescence, 45 min; 410,000 tested, 0.12% active; AID 624173; further: potency means the concentration at half of the fitted maximal effect; nearly all actives have a fitted effect of over 50% in size
#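 Luminescent Kinase-Glo Plus end-point after 45 min room-temperature reaction of T. brucei pyruvate kinase started with 130 uM ADP (final). Buffer TEA 50 mM pH 7.2 with KCl, MgCl2, BSA, Tween-20; titration-based qHTS with fitted concentration-effect curves.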
# HCMV antiviral: blocks human cytomegalovirus replication | HFF cells, HCMV-luciferase reporter, 72 h; active compounds read low | activity change, negative = inhibition, % at 57.5 µM | 410,000 tested, 4.5% active; in the data active means activity change below about -60%; inconclusive means no clear call, values can overlap the other calls; inactive means above about -39%
#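 Human foreskin fibroblasts infected with luciferase-reporter HCMV at MOI 1 PFU/cell, compounds at two doses. Luciferase measured 72 h post infection; normalized to buffer-only basal and Salinomycin (10uM) controls.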
# AmpC inh no detg: AmpC beta-lactamase inhibition without detergent; P00811; AmpC nitrocefin hydrolysis, absorbance 480 nm, 0.0001% Triton; Potency, µM (highest dose often 57.1 µM), without a hit: at the top dose activity change, negative = inhibition, hits mostly inhibitors; 330,000 tested, 0.52% active;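 further: potency means the concentration at half of the fitted maximal effect; plate controls were no compound for no effect and no enzyme for full effect; nearly all actives have a fitted effect of over 20% in size; some results filed as inactive show a strong effect at the top dose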
#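 AmpC (5.3 nM in the dispensed reagent) in 20 mM phosphate pH 7.0 with 0.01% (detergent screen) or 0.0001% Triton X-100 was preincubated with compounds for 15 min at room temperature. Nitrocefin was then added from an 800 uM solution, and hydrolysis was followed at 480 nm.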
# Sm TGR inh: blocks Schistosoma mansoni thioredoxin glutathione reductase; Potency, µM (top dose mostly 114 µM), for the others: at the top dose activity change, negative = inhibition, actives largely listed as inhibitors; Q962Y6; purified TGR, DTNB reduction, TNB absorbance 405 nm; 360,000 tested, 3% active; further: potency means the concentration at half of the fitted maximal effect; nearly all actives have a fitted effect of over 60% in size
#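 Kinetic colorimetric format: TGR-catalysed, NADPH-driven DTNB reduction monitored via TNB absorbance. Enzyme dispensed at 20 nM; compound exposure 15 min at room temperature before reaction start.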
# * marks the source's active call; other numbers are inactive results; ? = inconclusive; / = not tested or not shown; & = joins results of further samples; [ ] = dose if it differs, or a comment. Unless noted, the call rests on the fitted dose curve; in most records, active means well fitted curve in the direction sought with a large enough effect; inconclusive means small, poorly fitted or top-dose-only effect, or another doubt; inactive means no such curve, though single readings can be large; an effect the other way counts as inactive or inconclusive. Unless noted, on the % scale 0 is the no-effect control and ±100 the full control effect.
# Values run as follows: LmPK inhibitor, AmpC inh detg, AMA1-RON2 inh, Tb PYK inh, HCMV antiviral, AmpC inh no detg, Sm TGR inh
1. COc1ccc(CCNC(=O)c2cc(S(=O)(=O)N3CCCC(C)C3)cn2C)cc1OC (centres undefined)
  /, 0%, /, -3%, 1, /, 1%
2. CCn1c(C)nc2cc(N)ccc21
  1%, -9%, -13%, 5%, -39, -1%, 16%
3. COc1ccccc1N1CCN(S(=O)(=O)c2cccc3nsnc23)CC1
  -1%, -14%, -10%, -2%, -1, -5%, -10%
4. CCCCCCCCNC(=O)c1cnccn1
  3%, -1%, 0%, -2%, -24, -3%, 3%
5. CCc1ncc(C)nc1CC
  -3%, -6%, 0%, 2%, 11, -14%, -5%
6. CCN(CC)/C(Sc1ccccc1)=C(\C(Cl)=C(Cl)Cl)[N+](=O)[O-]
  -12%, -14%, -16%, 4%, 8, -4%, 22µM*
7. O=C(c1ccc(F)cc1)c1ccc(N2CCCC2)cc1
  4%, 7%, 63%[activator], 2%, 139, -12%, -1%
8. Cc1ccc(S(=O)(=O)N2C[C@H]3C(=O)C[C@@H](c4cccc(Cl)c4)N(S(=O)(=O)c4ccc(C)cc4)[C@H]3C[C@H]2c2cccc(Cl)c2)cc1
  /, /, 7%, -2%, -38, /, /
9. C#Cc1ccc(CN2CCN(Cc3ccsc3)C(CCO)C2)cc1 (centres undefined)
  8%, 1%, 1%, 2%, 30, 9%, 6%
10. COC(=O)C1(C)NC(c2ccco2)C2C(=O)N(c3ccc(F)cc3)C(=O)C21 (centres undefined)
  2%, -11%, 2%, 5%, 7, -20%, /
11. Nc1ccc(C(=O)O)cc1
  /, ?, 4%&11%&-7%, 0%&1%&1%&6%, ?, -6%&-14%, -5%&-5%
12. CCCN(CCC)S(=O)(=O)c1ccc(NC(=O)Cc2cccs2)cc1
  -1%, ?, -3%, 1%, ?, -36%, ?
13. Cc1ccsc1C(=O)NC1CCCN(Cc2ccc(Cl)cc2)C1 (centres undefined)
  -1%, 5%, ?, -3%, -27, 33%, -6%
14. Cc1cc(C)c(NC(=O)CSc2nccn2C)c(C)c1
  2%, -1%, -14%, 7%, 61, -5%, 6%
15. CC(=O)Nc1ccccc1NC(=O)C/C(C)=N/NC(=O)c1ccc([N+](=O)[O-])c(Cl)c1
  -1%, -9%, 22%[11.6 µM], 30%, -35, -33%, -1%
16. Cn1cc(S(=O)(=O)N2CCCCC2)cc1C(=O)Nc1ccc(OC(F)(F)F)cc1
  /, 7%, /, -14%, -13, /, 8%
17. O=C(NCCO)/C(=C\c1cccc([N+](=O)[O-])c1)NC(=O)c1ccco1
  1%, 8%, 6%, -3%, 38, -23%, -2%
18. COc1ccc(CN2C(=O)C3C4C=CC(C4)C3C2=O)cc1 (centres undefined)
  -1%, 5%, 3%, -13%, 54, -18%, 1%
19. COc1ccc(S(=O)(=O)N2CCCC(C(=O)O)C2)cc1 (centres undefined)
  2%, 1%, 9%, 1%, -2, -8%, 1%
20. C/C(CC(C)C)=N\NS(=O)(=O)c1ccc(C)c([N+](=O)[O-])c1
  5%, 10%, -15%, 1%, -27, -38%, 0%

# One compound at a time, as listed above:
# Listed for Cn1cc(S(=O)(=O)N2CCCCC2)cc1C(=O)Nc1ccc(OC(F)(F)F)cc1 = LmPK inhibitor: /; AmpC inh detg: 7%; AMA1-RON2 inh: /; Tb PYK inh: -14%; HCMV antiviral: -13; AmpC inh no detg: /; Sm TGR inh: 8%
# Listed for COc1ccc(CN2C(=O)C3C4C=CC(C4)C3C2=O)cc1 (centres undefined) = LmPK inhibitor: -1%; AmpC inh detg: 5%; AMA1-RON2 inh: 3%; Tb PYK inh: -13%; HCMV antiviral: 54; AmpC inh no detg: -18%; Sm TGR inh: 1%
# Listed for COc1ccc(S(=O)(=O)N2CCCC(C(=O)O)C2)cc1 (centres undefined) = LmPK inhibitor: 2%; AmpC inh detg: 1%; AMA1-RON2 inh: 9%; Tb PYK inh: 1%; HCMV antiviral: -2; AmpC inh no detg: -8%; Sm TGR inh: 1%

# Other structures
# Values run as follows: LmPK inhibitor, AmpC inh detg, AMA1-RON2 inh, Tb PYK inh, HCMV antiviral, AmpC inh no detg, Sm TGR inh
21. O=C1CC(c2ccccc2)CC(O)=C1C=NCc1ccncc1 (centres undefined)
  -6%, -1%, 23%, -1%, -7, 0%, -1%
22. Cc1noc(C)c1C(=O)Nc1cccnc1
  -3%, 0%, 0%, -7%, 4, -14%, 6%
23. COc1ccc(-c2c3c(nc4sc(C(=O)Nc5ccccc5F)c(N)c24)CC(C)(C)CC3=O)cc1
  /, 2%, /, 3%, -6, /, -2%
24. CCOC(=O)c1nn(-c2ccc(C)cc2)c(=O)cc1OCC(=O)Nc1cc(C)ccc1OC
  /, 10%, -3%, -19%, 5, -12%, 9%
25. CCOc1ccc(S(=O)(=O)N2CCCCC2)cc1NC(=O)Cc1cccs1
  /, -8%, -14%, -6%, 12, -20%, -4%
26. NC(COCc1ccccc1)c1csc(Nc2ccc(S(N)(=O)=O)cc2)n1 (centres undefined)
  /, /, 56%[activator], -4%, -21, /, /
27. O=C1C2CCCN2C(c2ccccc2F)N1c1ccc(Cl)cc1 (centres undefined)
  2%, -2%, 1%, -7%, -64*, 37%, -1%
28. O=C(CCn1cccn1)N1CCCC(N2CCN(c3cccc(Cl)c3)CC2)C1 (centres undefined)
  -3%, 0%, -5%, 7%, /, 154%[activator], -2%
29. COc1ccccc1C(=O)COC(=O)Cn1[nH]c(=O)c2ccccc2c1=O
  /, -9%, 15%, 2%, ?, -14%, -14%
30. CC1Cc2cc(S(=O)(=O)N(Cc3ccccc3)C(C)C)ccc2N1C(=O)C1CCC1 (centres undefined)
  /, 17%, /, 2%, -39, /, 3%

# Part of the list above in another layout:
No. | smiles | LmPK inhibitor | AmpC inh detg | AMA1-RON2 inh | Tb PYK inh | HCMV antiviral | AmpC inh no detg | Sm TGR inh
26 | NC(COCc1ccccc1)c1csc(Nc2ccc(S(N)(=O)=O)cc2)n1 (centres undefined) | / | / | 56%[activator] | -4% | -21 | / | /
27 | O=C1C2CCCN2C(c2ccccc2F)N1c1ccc(Cl)cc1 (centres undefined) | 2% | -2% | 1% | -7% | -64* | 37% | -1%

# Next part:
# Values run as follows: LmPK inhibitor, AmpC inh detg, AMA1-RON2 inh, Tb PYK inh, HCMV antiviral, AmpC inh no detg, Sm TGR inh
31. CCOC(=O)c1c(C)oc2ncnc(Nc3ccc(CC)cc3)c12
  /, 10%, /, 1%, 17, /, 7%
32. Cc1cc(C)cc(NC(=O)C(=O)NCC(c2cccnc2)N2CCc3ccccc32)c1 (centres undefined)
  /, 22%, /, 5%, 12, /, 3%
33. COc1ccc(CCN(C(=O)c2ccccc2)C2=CC3CCC(C2)N3C)cc1OC (centres undefined)
  3%, -1%, /, /, /, -3%, 0%
34. COc1cccc(OC)c1C(=O)Nc1cccc2c1CCCC2
  10%, ?, -5%, -3%, -3, -12%, -18%
35. CCc1ccc2oc(-c3cccc(NC(=O)c4cccnc4)c3)nc2c1
  -2%, -15%, -2%, 3%, 55, 91%[activator], -2%
36. NC(COCc1ccccc1)c1csc(Nc2ccc(C(F)(F)F)cn2)n1 (centres undefined)
  /, /, 51%[activator], -1%, 9, /, /
37. COC(=O)c1ccc2nc(C3CCCCC3)c(Cc3ccccc3)n2c1
  /, /, -5%, -1%, 18, /, /
38. COc1cc(C(=O)Nc2nnc(C)s2)c([N+](=O)[O-])cc1OC
  -4%, 3%, -3%, 3%, 96, -5%, -9%
39. Cc1ccc(C(=O)N/N=c2\sc3ccccc3n2C)cc1
  -2%, -10%, 23%, -12%, -31, 8%, -12%
40. CCCNC(=O)c1ccccc1C(=O)NC1(C(=O)NCCC)CCCC1
  7%, -10%, -8%, 1%, -18, -3%, -8%
41. O=C(NCCN1CCOCC1)[C@H](Cc1ccccc1)N1C(=O)c2ccccc2C1=O
  2%, -2%, 7%, -1%, -10, -14%, -4%
42. COc1ccc(CCNC(=O)C2c3ccccc3C(=O)N2Cc2ccccc2)cc1OC (centres undefined)
  /, -5%, /, -10%, 17, /, 1%
43. Cc1cc(NC(=O)CSCC(=O)N(C)Cc2ccc(F)cc2)no1
  -4%, 1%, 115%[activator], 4%, 22, -5%, -1%
44. COc1ccc(CCNC(=O)c2c(O)c3ccccc3[nH]c2=O)cc1
  -1%, -14%, -24%, -2%, -36, -15%, 2%
45. CSc1ncnc2sc(C)c(C)c12
  5%, -1%, 4%, -5%, -18, -3%, -4%
46. CN(CC(=O)O)C(=O)c1ccccc1
  /, /, 0%, 6%, -35, -13%, /
47. O=S1(=O)CC2SC(=S)N(Cc3ccccc3)C2C1 (centres undefined)
  7%, -14%, -10%, 4%, -20, -9%, 9%
48. Cn1c(CO)cnc1-c1ccccc1
  1%, 1%, 0%, -4%, -11, -4%, 1%
49. CCOC(=O)c1ccc(NC(=O)CN(C)S(=O)(=O)c2ccc(Br)s2)cc1
  1%, ?, 0%, 3%, -25, -18%, 1%
50. Cc1nc2ccc(CCO)cc2s1
  -2%, -6%, -2%, -12%, 13, -16%, -1%
51. Cc1ccc(C(=O)Nc2ccc3cn[nH]c3c2)cc1S(=O)(=O)N1CCCCC1
  6%, -1%, 5%, -4%, 78, -38%, -4%
52. CCCCN(C(=O)CSc1cc(C)c2ccccc2n1)c1c(N)n(Cc2ccccc2)c(=O)[nH]c1=O
  -4%, -15%, -12%, -15%, -22, -28%, -6%
53. CCc1ccc2oc(-c3cccc(NC(=O)COc4ccccc4Cl)c3)nc2c1
  /, -3%, /, 1%, 55, /, 2%
54. Cc1nc2cc(C(F)(F)F)ccc2n1C1CCN(C(=O)N2CCOCC2)CC1
  -2%, -12%, 1%, 1%, 12, 92%[activator], 7%
55. Cc1cc(/C=C(\C#N)C(=O)O)c(C)n1CC1CCCO1 (centres undefined)
  4%, 4%, 4%, ?, 18, -26%, -30%
56. CC(C)CC(=O)Nc1ccc(C(=O)COC(=O)C2=COCCO2)cc1
  /, -21%, -12%, 0%, -15, -1%, 3%
57. Cn1ncc(Cl)c1C(=O)Nc1cccnc1
  -1%, -15%, 3%, -4%, -31, -14%, 1%
58. N#Cc1ccc(-c2nc3ccc(Cl)cn3c2Cc2ccccc2)cc1
  /, /, -17%, -1%, -5, /, /
59. O=C(c1ccc(F)cc1)C1CCN(C(=O)Nc2ccccc2Cl)CC1
  1%, -5%, -5%, -8%, -33, -9%, -3%

# Bioassay records: PubChem, National Center for Advancing Translational Sciences (NCATS)
